PV pol inh – poliovirus RdRp elongation inhibitors, primary screen, biochemical, fluorescence polarization, total intensity | 150,000 tested, 0.66% active | poliovirus polymerase elongation; stronger effect = lower value | % elongation, % (compound at 16.7 µg/mL); in the data active = % elongation below about 90%; note: some results filed as inactive read as strong as hits
Target sequence (P03300 1749-2209 limits assumed): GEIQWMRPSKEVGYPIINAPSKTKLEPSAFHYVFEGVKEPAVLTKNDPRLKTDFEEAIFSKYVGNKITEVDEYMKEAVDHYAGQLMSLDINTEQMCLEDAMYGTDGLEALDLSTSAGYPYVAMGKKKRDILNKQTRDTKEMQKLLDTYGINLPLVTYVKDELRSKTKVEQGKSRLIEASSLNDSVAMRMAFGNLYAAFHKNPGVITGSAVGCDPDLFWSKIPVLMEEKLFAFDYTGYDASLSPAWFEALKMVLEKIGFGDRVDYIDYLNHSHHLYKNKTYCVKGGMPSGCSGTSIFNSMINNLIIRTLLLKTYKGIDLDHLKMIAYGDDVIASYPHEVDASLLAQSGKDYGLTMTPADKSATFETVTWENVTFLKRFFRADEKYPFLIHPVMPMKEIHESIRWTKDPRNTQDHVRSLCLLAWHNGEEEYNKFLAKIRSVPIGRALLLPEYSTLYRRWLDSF
PV pol inh FP z-score – recorded beside PV pol inh, whose call it bears; z-score; measured here: FP z-score; hits read low
Starred values were filed as active, the others as inactive; & = joins results of further samples. These rows are one share of the data (hit frequency here may not be typical).

SMILES	PV pol inh	PV pol inh FP z-score
CC1=C(C(=O)Nc2cccc(F)c2)C2(CCCCC2)OC1=O	97	-0.9
COCCN=C1Sc2nc3c(C)cccc3cc2CN1Cc1ccco1	99	-1.3
CCc1cccc(NC(=O)CCNS(=O)(=O)c2ccc3c(c2)oc(=O)n3C)c1	101	0.1
CC1CCC2(CC1)NC(=O)N(Cc1ccccc1)C2=O (stereo unspecified)	102	0
CSC(=S)NN=C1CCCC1	137	3.4
O=C(Cc1ccc2c(c1)OCCO2)N/N=C/c1ccc(-c2ccc(F)cc2)o1	104	0.3
O=C(NCCN1CCOCC1)c1c(O)c2ccccc2[nH]c1=O	107	0.4
Cc1ccc(CC2(O)CC(C)N(C)CC2C)cc1 (stereo unspecified)	105	0.3
COC(=O)C1CCCN1S(=O)(=O)c1ccc(C)cc1 (stereo unspecified)	101	-0.3
CSC(=Nc1ccccc1C(F)(F)F)N1CCCC1	101	-0.3
CCOC(=O)/C=C\c1cn(-c2ccccc2)nc1-c1ccccc1	101	0
COc1ccc(Nc2nc(-c3ccccc3)c3cc(Br)ccc3n2)cc1	108	1
O=C(Cc1n[nH]c(=O)c2ccccc12)N1CCCc2ccccc21	103	0
COc1ccccc1CCNC(=O)c1cccn1-c1nnc(N2CCCCC2)s1	105	-0.3
COc1ccc(OC)c(Nc2cc(C(=O)NCc3ccccc3)c3ccccc3n2)c1	105	-0.8
NS(=O)(=O)c1ccc(NC(=O)CC(=O)Nc2ccc(S(N)(=O)=O)cc2)cc1	105	0.4
CCc1ccc(-n2cnc3cc(C(=O)NCc4ccc(C)cc4)ccc32)cc1	103	-1
Cn1c(-c2ccc(NC(=O)c3ccccc3)cc2)n[nH]c1=S	99	-1
COc1ccccc1NC(=O)CSc1ncc(CO)n1Cc1ccc(F)cc1	107	0.2
Cn1cccc1C(=S)N=P(C1CCCCC1)(N1CCOCC1)N1CCOCC1	102	0
O=C1CC2(CCN(C(=O)/C=C\c3ccccc3)CC2)Oc2ccccc21	106	1.4
CCNS(=O)(=O)c1ccc(CCC(=O)N2CCCCC2)cc1	100	-0.6
Cc1ccc2c(c1)N(C(=O)CSc1nc3ncccc3[nH]1)CCO2	101	-0.2
Cc1noc(C)c1NC(N)=O	101	-0.2
CCOc1ccc(S(=O)(=O)N2CCN(C(=O)c3sccc3C)CC2)cc1	103	0
O=C1CC(c2cccc(Cl)c2Cl)c2cc3c(cc2N1)OCCO3 (stereo unspecified)	110	1
Cn1c(=O)n(C)c(=O)n(C)c1=O	102	0.1
C=CCOC(=O)C1=C(C)OC(N)=C(C(=O)OC)C12C(=O)Nc1ccccc12 (stereo unspecified)	100	0
CCN1C(=O)CC(n2c(C)nc3ccccc32)C1=O (stereo unspecified)	102	0.3
CCOc1ccc(CCNC(=O)c2ccc(-c3nc(CSc4ccccc4)c(C)o3)cc2)cc1	111	0.6
COc1ccccc1C(=O)NCc1nnc(SCC(=O)Nc2cccc(Cl)c2)n1C	100	-0.3
CCc1nnc(NC(=O)c2c(O)c3ccccc3n(C)c2=O)s1	99	-0.8
CCN(CC)c1ccc(NS(=O)(=O)c2ccc(-c3coc(C)n3)cc2)c(C)c1	104	-0.7
O=S(=O)(Nc1ccc(Oc2ncnc3cc(Cl)ccc23)nc1)c1ccc(-c2ccccn2)s1	100	-0.6
COc1ccccc1N1CCN(CC(O)COc2cccc3ccccc23)CC1 (stereo unspecified)	98	-0.8
O=C(O)c1cc2cc(Cl)ccc2[nH]c1=O	102	0.1
CC(O)CNc1nc2ccccc2nc1-c1ccccc1 (stereo unspecified)	103	0.6
COc1cccc(C2C3=C(CC(C)(C)CC3=O)NC3=C2C(=O)CC(C)(C)C3)c1	107	0.5
COc1cccc(NC(=O)CSc2nc(=O)n(Cc3ccccn3)c3c2CCC3)c1	105	-0.2
C=CCNC(=O)c1cccc(Oc2ccccc2)c1	103	0.5
O=C(CN1C(=O)c2ccccc2C1=O)ON=C1CCCCC1	100	-0.1
COC(=O)c1ccc(-n2c(C)ccc2C)cc1	101	-0.4
CCN(CC)Cc1c(C)[nH]c2ccccc2c1=O	105	0.1
COc1ccc(NC(=O)c2cc3ccc(O)cc3oc2=Nc2ccc(C(=O)O)cc2)cc1	107	1.4
COc1ccc(-c2nc3sc(CCNC(=O)C(=O)Nc4cc(F)ccc4F)c(C)n3n2)cc1	108	0.4
CC(C)c1ccc2c(c1)NC(c1ccncc1)=NC(c1cccs1)=N2	110	0.4
O=C(O)C1CCN(C(=O)CSc2nnc(-c3ccccc3)c(-c3ccccc3)n2)CC1	99	-0.1
CCOC(=O)c1ccc(NC(=O)CCc2c(C)nc3c(c(C)nn3C(C)(C)C)c2C)cc1	101	-1
Cc1cc(C)n2nc(CC(=O)N3CCN(c4ccccc4)CC3)nc2n1	103	0.4
C=C(C)CSc1nc2sc3c(c2c(=O)n1CCCC)CCCC3	107	0.5
CCN(CC)c1nc(C#N)nc(OC)n1	87*	-1.5*
Cc1onc(-c2ccccc2)c1C(=O)OCC(=O)N1CCCc2ccccc21	103	0
CCn1nnc(NC(=O)c2ccccc2)n1	100	-0.2
CSc1nc(=O)c2c(n1C)NC(=O)CC2c1ccccc1OC(C)C (stereo unspecified)	107	0.1
COc1ccc(CCNC(=O)C2=C(C)C(=O)OC23CCCCC3)c(OC)c1OC	104	-0.2
Cc1cc(C(=O)N2CCCC2)c2c(C)nn(-c3ccccc3)c2n1	101	0.5
FC(F)(F)C1CCCN(c2nsc3ccccc23)C1 (stereo unspecified)	101	-0.2
COc1cc(C(F)(F)F)nc2c(I)c(C(C)(C)C)nn12	104	0.6
CC(=O)c1ccc(NS(=O)(=O)c2cccc(S(=O)(=O)c3ccc(Cl)cc3)c2)cc1	97	-0.8
CNC(C)c1ccc2c(c1)OCCO2 (stereo unspecified)	104	0.1

New compounds follow:
SMILES	PV pol inh	PV pol inh FP z-score
CCOc1ccc(S(=O)(=O)/N=C(\N)c2ccccc2)cc1	101	-0.3
CN(c1ccc(OCC(=O)NCC(F)(F)F)cc1)S(=O)(=O)c1ccccc1	101	-0.2
Cn1c(-c2ccccc2)n[nH]c1=S	101	0.1
Cc1ccc(-c2nn(-c3ccc(F)cc3F)c3c2cnc2c(F)cccc23)cc1	102	-1.1
COc1ccc(CCNC(=O)c2nc(S(C)(=O)=O)ncc2Cl)cc1OC	104	0.5
COc1ccc(Nc2cc(C)nc(-c3ccccc3)n2)cc1	103	0.5
c1ccc(CCC2CCCCN2)cc1 (stereo unspecified)	101	-0.1
CC(C)c1nc2ccccc2n1CCCOc1ccccc1	103	0.2
CC(C)c1ccc(NC(=O)Cn2c(=O)n(CC3CCC(C(=O)NCCc4ccccc4)CC3)c(=O)c3ccccc32)cc1 (stereo unspecified)	109	0.1
O=c1[nH]c2ccccc2cc1-c1noc(-c2ccccc2)n1	106	0.3
O=C(CN1C(=O)c2cccc3cccc1c23)N(Cc1ccccc1)Cc1ccccc1	101	-0.4
Cc1ccccc1CN1CCC(CNC(=O)c2cc3ccc4cccnc4c3[nH]2)CC1	102	-0.7

Sorted by formula weight (falling): part of the list above
SMILES	PV pol inh	PV pol inh FP z-score
CC(=O)c1ccc(NS(=O)(=O)c2cccc(S(=O)(=O)c3ccc(Cl)cc3)c2)cc1	97	-0.8
CCOc1ccc(S(=O)(=O)N2CCN(C(=O)c3sccc3C)CC2)cc1	103	0
O=C1CC(c2cccc(Cl)c2Cl)c2cc3c(cc2N1)OCCO3 (stereo unspecified)	110	1

Other entries follow.
SMILES	PV pol inh	PV pol inh FP z-score
Cc1cc(N/C=C(\C#N)C(=O)c2cc(C)oc2C(F)(F)F)no1	101	-0.1
O=C(N/N=C/c1ccc(F)cc1)c1n[nH]c2c1CCC2	104	0.6
COc1ccc(-c2cc(OC(=O)c3ccccc3Cl)c3c(C)oc(C)c3c(=O)c2)cc1OC	112	1.2
C=CCN1C(=O)C(CC(=O)NCC)SC1=Nc1ccccc1OC (stereo unspecified)	102	0.3
CCN(CC)C(=O)CSc1nc2cc3c(cc2c(=O)n1Cc1ccc(C(=O)NCCc2ccc(OC)c(OC)c2)cc1)OCO3	106	-0.1
Cc1cccc(N2CCN(C(=O)CN3C(=O)CSc4c3c(C)nn4-c3ccccc3)CC2)c1C	107	0.2
Cc1ccc(-c2n[nH]n3c2nc(=O)c2ccccc23)cc1	101	0
O=c1c2c(F)c(F)c(F)c(F)c2on2c3c(cc12)CCCC3	87*	-1.5*
COc1ccccc1-c1noc(-c2ccc(N3CCN(c4ccccc4)CC3)c([N+](=O)[O-])c2)n1	113	1.2
Cc1cccc(N2CCN(C(=O)c3ccc(CS(=O)(=O)Cc4cccc(Cl)c4)o3)CC2C)c1 (stereo unspecified)	101	0.2
Cc1ccccc1CSCC(=O)Nc1c[nH]c(=O)[nH]c1=O	99	-1.4
CC(=O)OCOC(c1ccc2ccccc2c1)P(=O)(OCOC(C)=O)OCOC(C)=O (stereo unspecified)	100&99	0&0.1

A second format for 18 compounds above:
Molecule,PV pol inh,PV pol inh FP z-score
c1ccc(CCC2CCCCN2)cc1 (stereo unspecified),101,-0.1
CC(C)c1nc2ccccc2n1CCCOc1ccccc1,103,0.2
CC(C)c1ccc(NC(=O)Cn2c(=O)n(CC3CCC(C(=O)NCCc4ccccc4)CC3)c(=O)c3ccccc32)cc1 (stereo unspecified),109,0.1
O=c1[nH]c2ccccc2cc1-c1noc(-c2ccccc2)n1,106,0.3
O=C(CN1C(=O)c2cccc3cccc1c23)N(Cc1ccccc1)Cc1ccccc1,101,-0.4
Cc1ccccc1CN1CCC(CNC(=O)c2cc3ccc4cccnc4c3[nH]2)CC1,102,-0.7
Cc1cc(N/C=C(\C#N)C(=O)c2cc(C)oc2C(F)(F)F)no1,101,-0.1
O=C(N/N=C/c1ccc(F)cc1)c1n[nH]c2c1CCC2,104,0.6
COc1ccc(-c2cc(OC(=O)c3ccccc3Cl)c3c(C)oc(C)c3c(=O)c2)cc1OC,112,1.2
C=CCN1C(=O)C(CC(=O)NCC)SC1=Nc1ccccc1OC (stereo unspecified),102,0.3
CCN(CC)C(=O)CSc1nc2cc3c(cc2c(=O)n1Cc1ccc(C(=O)NCCc2ccc(OC)c(OC)c2)cc1)OCO3,106,-0.1
Cc1cccc(N2CCN(C(=O)CN3C(=O)CSc4c3c(C)nn4-c3ccccc3)CC2)c1C,107,0.2
Cc1ccc(-c2n[nH]n3c2nc(=O)c2ccccc23)cc1,101,0
O=c1c2c(F)c(F)c(F)c(F)c2on2c3c(cc12)CCCC3,87*,-1.5*
COc1ccccc1-c1noc(-c2ccc(N3CCN(c4ccccc4)CC3)c([N+](=O)[O-])c2)n1,113,1.2
Cc1cccc(N2CCN(C(=O)c3ccc(CS(=O)(=O)Cc4cccc(Cl)c4)o3)CC2C)c1 (stereo unspecified),101,0.2
Cc1ccccc1CSCC(=O)Nc1c[nH]c(=O)[nH]c1=O,99,-1.4
CC(=O)OCOC(c1ccc2ccccc2c1)P(=O)(OCOC(C)=O)OCOC(C)=O (stereo unspecified),100&99,0&0.1

More records follow:
SMILES	PV pol inh	PV pol inh FP z-score
CSc1ccc(CCNc2ncnc3onc(C)c23)cc1	102	-0.8
C=CCNC(=O)c1c(N)n(-c2cccc(C(=O)O)c2)c2nc3ccccc3nc12	103	0.1
C1=C(c2ccccc2)N2CCCCN=C2S1	102	-0.3
CCc1ccccc1-n1nnc(C(=O)NCc2ccc3c(c2)OCO3)c1N	101	-0.5
CCOc1ccc(/C=N/OCC(=O)Nc2cc(C)on2)cc1	103	-0.4
COc1ccc(OC)c(/C=C/c2nc3ccccc3c(=O)n2-c2ccc(F)c(Cl)c2)c1	112	1
COc1ccc(-n2c(=O)c3c4c(sc3n(Cc3c(F)cccc3Cl)c2=O)CN(C(C)=O)CC4)cc1OC	107	0.3
O=C(CN(Cc1ccco1)S(=O)(=O)/C=C/c1ccccc1)Nc1ccc(N2CCOCC2)cc1	95	-1.1
COc1cc(NC(=O)CN2C(=O)c3ccccc3Sc3ccc(C(=O)N4CCCC4)cc32)cc(OC)c1	113	1.2
N#Cc1ccc(Cl)cc1NC(=O)CSc1ccccn1	102	0
Cc1ccc(-c2nc3ccccn3c2Nc2ccc3c(c2)OCCO3)o1	107	0.6
O=c1c2cc3c(cc2n(Cc2cccc(F)c2)c(=O)n1Cc1nc(-c2ccccc2)no1)OCO3	106	-0.5
O=C(NCCc1ccc(Cl)cc1)c1cc(-c2ccc(Cl)cc2)n[nH]1	108	-0.1
CNCc1ccc(Br)cc1	105	0.3
CC(C)N(Cc1nc2ccccc2c(=O)[nH]1)C(=O)c1cc(C2CC2)nn1-c1ccccc1	102	0
COc1ccccc1CNC(=O)c1oc2c(c1C)-c1nn(Cc3ccc(Cl)cc3)cc1CC2	104	-0.5
CCc1ccccc1NC(=O)CSc1nc2ncccc2o1	101	-0.3
CCOc1cc(C(=O)NCc2ccc3c(c2)CCN3C(=O)c2ccc(F)cc2)cc(OCC)c1OCC	105	-0.5
Cc1ccc(CNC(=O)C(=O)NCC(c2cccs2)S(=O)(=O)c2cccs2)cc1 (stereo unspecified)	106	-0.2
COC(=O)c1cccc(NS(=O)(=O)c2ccc(OC)c(Cl)c2)c1C	101	0.3
CN(Cc1ccc(OC(F)F)cc1)S(=O)(=O)c1ccccc1C#N	97	-0.5
CC1(C)CSC(=NCc2ccccc2)N1C(=O)CN1C(=O)C2C3C=CC(C3)C2C1=O (stereo unspecified)	99	-0.3
CC1=C(C(=O)N2CCN(c3ccccc3)CC2)C2(CCCCC2)OC1=O	106	0.4
O=C(O)c1cccc(NS(=O)(=O)c2ccc3c(c2)OCCCO3)c1	98	-0.9
CCOC(=O)C1(C)C=C(Nc2ccc(C(N)=O)cc2)C(=O)N1c1ccccc1 (stereo unspecified)	115	0.7
CCOC(=O)c1c(NC(=O)CS(=O)(=O)c2ccc(Cl)cc2)sc2c1CCCC2	113	1.3
COc1ccccc1C(=O)COC(=O)c1ccccc1O	103	0.1
Cn1cc(C(=O)O)c(-c2ccc3c(c2)OCCCO3)n1	101	-0.1
COc1cccc(C(=O)N2CC(=O)Nc3ccc(C)cc3C2c2ccc(F)cc2)c1OC (stereo unspecified)	102	-0.3
CCCOc1ccc(-c2cccc(NS(=O)(=O)c3ccc(CC)cc3)c2)nn1	105	-0.2
CC(=O)NS(=O)(=O)c1ccc(N=Cc2ccco2)cc1	102	-0.5
COc1cc(/C=C2\Oc3ccccc3C2O)cc(Cl)c1OC (stereo unspecified)	102	0.3
COc1ccc(C(=O)Nc2ccccc2-c2nc(-c3ccc(OC)cc3)no2)cc1	108	0.3
